Screens (PubChem BioAssay)
PRMT1 inh – PRMT1 (human) inhibition, primary screen. inhibition, % at 2.79 µM. 370,000 compounds, 1.3% hits. recombinant PRMT1, activity-based probe fluorescence polarization;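 active = inhibition above about 21% made by adding two undisclosed values, limit read from the data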
Target sequence (Q99873 whole entry, looked up): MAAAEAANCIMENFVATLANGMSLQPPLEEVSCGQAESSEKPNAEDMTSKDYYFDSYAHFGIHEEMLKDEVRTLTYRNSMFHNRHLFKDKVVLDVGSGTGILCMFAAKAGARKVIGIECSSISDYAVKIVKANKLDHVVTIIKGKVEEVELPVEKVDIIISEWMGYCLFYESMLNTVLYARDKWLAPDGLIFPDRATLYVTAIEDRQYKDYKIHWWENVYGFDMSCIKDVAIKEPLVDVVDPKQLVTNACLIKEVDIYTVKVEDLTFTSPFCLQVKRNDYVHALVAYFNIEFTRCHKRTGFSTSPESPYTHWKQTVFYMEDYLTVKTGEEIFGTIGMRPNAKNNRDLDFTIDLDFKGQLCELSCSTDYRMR
UHRF1 MBD2 ctr – human UHRF1 methylated DNA binding inhibitors. Q96T88. UHRF1 binding to methylated oligo, TR-FRET. inhibition, % at 4.4 µM. 370,000 compounds, 0.75% hits. AID 687016; in the data active = inhibition above about 21%;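 also: UHRF1 SRA domain binding a hemimethylated CpG hairpin DNA probe; 0% = median of test compound wells and 100% = reference inhibitor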
proKLK7 act – activators of human kallikrein-7 zymogen; P49862; purified proKLK7, EDANS-DABCYL substrate fluorescence; 100% is mature enzyme control, 0% vehicle; activation, % at 7 µM; 370,000 compounds, 0.9% hits; AID 652039;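 active = activation above the mean of all tested compounds plus 3 SD, computed per campaign excluding outliers beyond control limits, cut at about 13% in these data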
Target sequence (P49862 whole entry, looked up): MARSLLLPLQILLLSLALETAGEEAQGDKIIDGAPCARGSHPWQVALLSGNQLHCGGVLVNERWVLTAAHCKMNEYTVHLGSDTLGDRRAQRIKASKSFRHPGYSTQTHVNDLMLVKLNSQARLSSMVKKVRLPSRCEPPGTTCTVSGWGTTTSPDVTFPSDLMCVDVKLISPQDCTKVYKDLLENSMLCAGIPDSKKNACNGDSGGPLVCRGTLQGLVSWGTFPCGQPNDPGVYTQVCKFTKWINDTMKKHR
Tn6 DDE FP – inhibitors of Tn6 peptide binding to human fibrin DD(E); P02675; Fibrin DD(E) TRITC-Tn6 fluorescence polarization displacement; inhibition, % at 8.3 µM; 370,000 compounds, 0.21% hits; AID 720509;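 active = inhibition above a per-campaign cutoff: mean of compounds within control limits plus 3 SD, cut at about 15% in these data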;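 also: 0% = median of all compound wells on the plate and 100% = blocking peptide control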
TDP2 inh – TDP2 (human) inhibition, absorbance primary screen | recombinant TDP2, T5PNP hydrolysis, p-nitrophenol absorbance 415 nm | AID 720702 | O95551 | inhibition, % at 12.8 µM | 370,000 compounds, 0.34% hits;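 active = inhibition above the mean of all tested compounds plus 3 SD, set per campaign, cut at about 25% in these data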;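 also: 0% = DMSO with enzyme and 100% = buffer with substrate but no TDP2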
Target sequence (O95551 whole entry, looked up): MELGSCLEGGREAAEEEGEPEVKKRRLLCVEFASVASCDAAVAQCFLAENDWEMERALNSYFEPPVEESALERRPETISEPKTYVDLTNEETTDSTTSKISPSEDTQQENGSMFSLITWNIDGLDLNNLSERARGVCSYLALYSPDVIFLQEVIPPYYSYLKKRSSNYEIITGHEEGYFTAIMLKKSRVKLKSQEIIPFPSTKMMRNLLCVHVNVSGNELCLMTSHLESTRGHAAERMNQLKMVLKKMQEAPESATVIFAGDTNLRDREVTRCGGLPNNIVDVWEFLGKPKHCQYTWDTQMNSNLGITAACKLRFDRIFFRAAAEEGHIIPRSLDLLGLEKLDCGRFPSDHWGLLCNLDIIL
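System: recombinant human TDP2 / Amount: 120 nM TDP2 per well / Also added: 5 mM T5PNP chromogenic substrate / Doses: 12.8 µM single point, 1% DMSO / Incubation: 2 h at 37 °C / Detection: p-Nitrophenol epi absorbance / Evaluation: % inhibition relative to enzyme-containing and enzyme-free wells / Repeats: singlicate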
MBD2 inh – inhibitors of human MBD2 binding to methylated oligonucleotide. Q9UBB5. TR-FRET. inhibition, % at 4.4 µM. 370,000 compounds, 0.31% hits; in the data active = inhibition above about 13%
SIAE primary – inhibitors of human sialic acid acetylesterase SIAE | Q9HAT2 | SIAE FP-Rh probe binding, fluorescence polarization | inhibition, % at 9.66 µM | 370,000 compounds, 0.69% hits;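 active = inhibition above a cutoff: mean of compounds within the control limits plus 3 SD of those, cut at about 17% in these data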;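 also: 0% = plate median of compound wells and 100% = probe without SIAE protein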
TCR-CD3 inh – inhibitors of human TCR-CD3 interaction; inhibition, % at 9.4 µM; TAMRA-labeled TCR probe fluorescence, biochemical; 360,000 compounds, 0.37% hits; in the data active = inhibition above about 19%;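 also: recombinant mutant TCR 2C K166C tagged with TAMRA read by polarization; 0% = receptor in buffer alone and 100% = receptor with positive control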
DDE Tn7 FP inh – inhibitors of Tn7 peptide binding to human fibrin DD(E); FP displacement of FITC-Tn7 peptide from fibrin DD(E); 0% = median of compound wells per plate; inhibition, % at 8.3 µM; P02675; 370,000 compounds, 0.13% hits;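 active = inhibition above the mean of compounds falling within the control limits plus 3 SD of them, cut at about 14% in these data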;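 also: 0% = plate median of compound wells and 100% = 10 µM Aha-Tn7 peptide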
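Test system: human clot-derived fibrin DD(E) complex / Quantity: 2 µM final DD(E) protein / Incubation: 10 min plus 3 h, room temperature / Measured by: fluorescence polarization / Benchmarks: high control of 10 µM Aha-Tn7 peptide / Replicates: singlicate testing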
LEDGF integ inh – blocks HIV-1 LEDGF/p75-dependent DNA integration; TR-FRET IN-LEDGF/p75 DNA integration, Eu/Cy5; inhibition, % at 3.7 µM; 370,000 compounds, 0.64% hits;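 active = inhibition above the screen-wide mean plus 3 SD, cut at about 13% in these data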;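 also: signal is the Cy5 over europium emission ratio at 671 and 618 nm; 0% = plate median of compound wells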
The depositor's hits bear a star; . = not tested or not shown.

SMILES	PRMT1 inh	UHRF1 MBD2 ctr	proKLK7 act	Tn6 DDE FP	TDP2 inh	MBD2 inh	SIAE primary	TCR-CD3 inh	DDE Tn7 FP inh	LEDGF integ inh
Clc1cccc(N2CCNCC2)c1Cl	0	0	0.4	6	-2	0	2	-5	-1	1
COc1cccc(C(c2nnnn2-c2ccc3c(c2)OCCO3)N2CCC3(CC2)C(=O)NCN3c2ccccc2)c1OC (centres undefined)	0	7	-0.1	-5	5	5	5	2	2	-2
O=c1c2ccccc2nc(CNc2ccccc2)n1-c1ccccc1	-1	-2	-0.2	-2	-4	0	-6	-1	-10	4
Cc1ccc(/C=C2/C(=O)NC(=O)N(C)C2=O)cc1	20	0	-1.0	0	6	-5	-4	-2	-3	1
O=C(O)COc1cc(Cl)c(Cl)cc1Cl	-2	-2	-0.1	2	8	-4	0	5	6	4
Oc1cc(Cl)c(Cl)c(Cl)c1Cl	1	0	0.1	5	-13	0	0	3	-5	4
C=Cn1ccnc1P(=S)(c1ccccc1)c1nccn1C=C	-3	0	0.4	7	-6	2	1	2	0	2
COc1cc(OC)c(OC)cc1/C=C1\C(=O)NC(=O)N(Cc2ccccc2)C1=O	6	-5	1.0	-2	19	-2	-13	-9	-1	2
COc1ccc(-n2c(C)nc3ccccc3c2=O)c([N+](=O)[O-])c1	-4	1	-0.7	-4	-9	3	-9	-7	8	-2
COc1ccc(OC)c(NC2=NCCCS2)c1	-6	-1	-0.5	3	3	0	-6	2	0	2
CSc1nc2ccc(C)cc2c(=O)n1-c1cccnc1	-1	5	0.3	1	-26	3	5	-7	-5	6
Cn1c(O)c(Cc2cccc(Cl)c2Cl)c(=O)n(C)c1=O	5	5	-0.2	-7	3	4	3	4	2	-2
COC(=O)C1=C[C@H]([C@@H](C)[C@H](OC)c2ccccc2Br)[C@@H]2[C@H]1c1ccccc1N2C	-3	-2	-3.0	-1	-5	-3	8	.	-14	0
CCCc1nc2ccccc2c(=O)n1-c1ccccc1OC	-1	1	0.5	-3	2	0	-2	5	1	-3
COc1ccc(-c2nn(CCC#N)cc2C(=O)Nc2ccccc2Br)cc1	0	-2	0.1	7	6	3	-2	5	-2	-1
CC(C)(C)P(=O)(NCc1ccccc1)c1ccccc1 (centres undefined)	-1	0	-0.5	0	0	3	2	10	-2	2
N#CCCn1cc(C(=O)Nc2ccccc2Cl)c(-c2ccc([N+](=O)[O-])cc2)n1	2	2	-0.9	-8	3	-2	-2	-1	-2	2
O=C(c1ccccc1F)c1cn(CC(=O)N2CCOCC2)c2ccccc12	2	7	0.4	10	-4	-2	6	2	-2	-3
CN1CCCC(C(=O)c2ccccc2)C1 (centres undefined)	2	3	-0.3	3	-12	4	-6	-2	5	1
CC(C)Cn1cc(C(=O)N2CCC3(CC2)OCCO3)c2c3ccccc3n(C)c2c1=O	1	2	2.1	-9	11	-1	0	-6	5	1
CC(=O)c1cn(Cc2ccc(F)cc2)c2ccccc12	-1	0	-0.2	6	-8	-4	6	1	9	-1
Cc1ccc(N2Cc3ccccc3C2=N)cc1[N+](=O)[O-]	-1	0	0.4	2	4	1	-1	2	0	-3
O=C1N(CN2CCOCC2)c2ccccc2C1(O)c1c[nH]c2ccccc12 (centres undefined)	-1	-2	-0.2	-2	-10	4	2	-2	-1	1
COC1=CC2C3Cc4ccc(OC)c(O)c4C2(CCN3C)CC1=O (centres undefined)	-1	1	-0.1	3	-2	-2	-6	16	4	3
COc1cc2c(c(OC)c1O)-c1ccc(OC)c(=O)cc1C(NC(=O)C(F)(F)F)CC2 (centres undefined)	2	-1	0.8	0	1	1	2	-5	-3	-2
COc1ccccc1N1C(=O)NC(=O)/C(=C/c2ccc([N+](=O)[O-])s2)C1=O	27*	1	0.2	1	18	1	0	-22	-4	10
CCN1CCN(c2ccc([N+](=O)[O-])cc2C(=O)OC)CC1	-2	-3	-0.1	2	-5	0	-5	6	1	3
COC(=O)C1=CCCN(C)C1	1	-1	-0.1	-5	5	-1	-1	-2	0	0
COc1ccc(C2(C#N)CC[N+](C)(C)CC2)cc1	2	1	-0.2	-9	-2	-1	1	3	0	1
O=C(NCc1ccccn1)c1ccccc1Cl	-5	-3	0.4	6	-4	0	8	1	0	2

Sorted by length of the SMILES (smallest number first): part of the list above
SMILES	PRMT1 inh	UHRF1 MBD2 ctr	proKLK7 act	Tn6 DDE FP	TDP2 inh	MBD2 inh	SIAE primary	TCR-CD3 inh	DDE Tn7 FP inh	LEDGF integ inh
COC(=O)C1=CCCN(C)C1	1	-1	-0.1	-5	5	-1	-1	-2	0	0
CN1CCCC(C(=O)c2ccccc2)C1 (centres undefined)	2	3	-0.3	3	-12	4	-6	-2	5	1
COc1ccc(C2(C#N)CC[N+](C)(C)CC2)cc1	2	1	-0.2	-9	-2	-1	1	3	0	1
COC1=CC2C3Cc4ccc(OC)c(O)c4C2(CCN3C)CC1=O (centres undefined)	-1	1	-0.1	3	-2	-2	-6	16	4	3

Back to the main list, starting 4 compounds before the break.
SMILES	PRMT1 inh	UHRF1 MBD2 ctr	proKLK7 act	Tn6 DDE FP	TDP2 inh	MBD2 inh	SIAE primary	TCR-CD3 inh	DDE Tn7 FP inh	LEDGF integ inh
CCN1CCN(c2ccc([N+](=O)[O-])cc2C(=O)OC)CC1	-2	-3	-0.1	2	-5	0	-5	6	1	3
COC(=O)C1=CCCN(C)C1	1	-1	-0.1	-5	5	-1	-1	-2	0	0
COc1ccc(C2(C#N)CC[N+](C)(C)CC2)cc1	2	1	-0.2	-9	-2	-1	1	3	0	1
O=C(NCc1ccccn1)c1ccccc1Cl	-5	-3	0.4	6	-4	0	8	1	0	2
Nc1nc(N)c2cnnn2n1	3	2	0.2	1	2	-2	-2	-6	-6	-1
Cc1ccc(C(=O)COC(=O)Cc2ccccc2)cc1	1	0	-0.4	0	6	-5	2	1	7	2
CN1CC(C(=O)c2ccc(F)cc2)C(c2c(F)cccc2Cl)C1 (centres undefined)	-2	-3	-0.6	-1	-9	4	-8	5	4	-2
CC(C)(C)OC(=O)c1c(N)n(Cc2ccco2)c2nc3ccccc3nc12	21*	10	3.5	2	67*	-7	-9	-5	-2	35*
CN(C)C(Cc1ccc(Cl)cc1)C(=O)c1ccccc1 (centres undefined)	-4	19	-0.3	2	6	4	-1	-2	3	-1
CCN(CC)C(=O)c1ccc(NC(=O)c2cc(-n3cnnc3)ccc2Cl)cc1	0	2	-0.5	2	-3	-3	7	12	4	-1
COc1cccc(N2C(=O)/C(=C/c3ccc(C)o3)C(=O)NC2=S)c1	18	1	0.2	-2	9	1	-1	-3	-3	4
CC1=CC(C)C(COC(N)=O)(COC(N)=O)C(C)C1 (centres undefined)	2	-2	0.5	1	9	0	-4	12	2	-3
CCC(=NCC1CCCO1)c1c(O)n(-c2ccc(OC)cc2)c(=O)[nH]c1=O (centres undefined)	6	1	0.1	-6	0	3	-1	-11	3	-2
O=P(O)(O)Cc1ccccc1OP(=O)(c1ccccc1)c1ccccc1	-1	3	0.0	4	4	-2	0	3	2	-2
CC(=NCCN1CCOCC1)c1c(O)n(-c2ccccc2C)c(=O)[nH]c1=O	0	-3	-0.2	-14	2	-3	9	6	1	0
CCN1C[C@]2(C)CC[C@H](OC)[C@]34C2[C@H](OC(C)=O)[C@@]2(OCO[C@@]25C[C@H](OC)[C@H]2C[C@]3(O)C5[C@H]2OC)[C@@H]14	-7	0	-0.2	1	-12	-4	0	3	0	3
CCOC1=C(N2CC2)C(=O)C(OCC)=C(N2CC2)C1=O	4	-3	-0.3	-1	-11	2	4	-7	3	1
Cc1ccnc(NS(=O)(=O)c2ccc(N=Cc3c(O)n(C)c(=O)n(C)c3=O)cc2)n1	0	-1	0.0	-2	-10	-4	-4	4	1	-1
O=C1NC(=O)C(CCc2ccccn2)(Cc2ccc3c(c2)OCO3)C(=O)N1CCc1ccccc1 (centres undefined)	1	0	-0.3	5	-6	-5	-4	1	0	-4
Cn1c(O)c(C=NC2CC(C)(C)NC(C)(C)C2)c(=O)n(C)c1=O	-1	2	0.1	7	3	-5	-1	-2	3	0
COc1ccc(-c2nn(CCC#N)cc2C(=O)Nc2cccc([N+](=O)[O-])c2)cc1OC	0	4	0.8	-7	-4	2	-4	-3	-4	-4
CCOc1ccc(NC(=O)c2ccc(NC(=O)COC(=O)Cc3ccccc3)cc2)cc1	1	3	0.4	-4	10	5	-6	2	0	-1
O=C(c1ccccc1)c1cn(CC(=O)N2CCOCC2)c2ccccc12	0	2	-0.3	1	5	-6	-3	6	-2	-1
Cc1c(C(=O)c2cccc3ccccc23)c2cccc3c2n1[C@H](CN1CCOCC1)CO3	3	-4	0.1	-6	-9	0	-3	4	-1	4
CN(C)CCN(CC1CCCN(Cc2ccccc2F)C1)C(=O)Cc1ccc(F)c(F)c1 (centres undefined)	-2	1	0.1	2	8	1	-2	1	-4	-1
C/C(CC(c1ccccc1)c1c(O)c2ccccc2oc1=O)=N\NC(N)=S (centres undefined)	4	3	-0.4	1	-5	5	11	-1	0	0
CC(C)NS(=O)(=O)c1ccc(OCC(=O)N2CCN(Cc3ccc4c(c3)OCO4)CC2)c(Cl)c1	-5	-3	0.6	-8	5	-3	1	4	5	6
NCC(CC(=O)O)c1ccc(Cl)cc1 (centres undefined)	3	25*	0.0	11	2	9	-1	-1	5	1
O=C(NC1CCCCC1)Oc1cc2oc(=O)sc2cc1Cl	85*	6	-0.5	-5	29*	8	3	3	3	0
CC(=O)N1CN(C(C)=O)CN(C(C)=O)C1	-3	0	0.6	0	-4	3	5	5	-3	-1
CC(=O)Nc1ccccc1C(=O)OCc1ccccc1F	-4	-3	0.3	0	9	-3	-2	3	-2	-1
N#Cc1ccc(NC(=O)CN2C(=O)NC3(CCCCCCC3)C2=O)cc1Cl	-5	0	0.1	-4	3	1	-19	3	-6	3
CCS(=O)(=O)N1CCCC(C(=O)N2CCC3(CC2)OCCO3)C1 (centres undefined)	-3	2	-0.2	3	-20	-2	-4	-1	-2	0
CC(=O)Nc1ccc(S(=O)(=O)N2Cc3cnnn3-c3ccccc3C2C#N)cc1 (centres undefined)	13	2	0.1	4	4	3	-2	-3	6	0
Cn1c(O)c(C(=Nc2ccccc2)SCc2ccccc2Cl)c(=O)n(C)c1=O	10	-5	0.1	-6	-1	-2	-1	-5	1	5
Oc1ccccc1/C=N/NP(=S)(c1ccccc1)c1ccccc1	11	6	-0.1	-14	-18	2	-15	-4	1	-7
CN(C)C(=O)Oc1ccc(NC(=O)N2CCOCC2)cc1	1	-1	-0.2	2	-9	3	4	0	-3	7
N[C@@H](Cc1c[nH]c2ccccc12)c1nnc(SCc2ccc(Cl)cc2)o1	4	-1	1.2	-11	6	2	1	-9	-6	1

The list is partial, so the mix of outcomes need not match the whole.
